Assay outcomes (PubChem BioAssay)
14-3-3g Raf: 14-3-3 gamma protein interaction modulation; P61981; FP, 14-3-3gamma / TMR-pS259-Raf peptide binding; inhibition, % at 40 µM; hit rate 0.19% among 160,000; in the data active = inhibition above about 30%;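 also: 0% = protein plus tracer without compound and 100% = blank with tracer alone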
Target sequence (P61981 whole entry, looked up): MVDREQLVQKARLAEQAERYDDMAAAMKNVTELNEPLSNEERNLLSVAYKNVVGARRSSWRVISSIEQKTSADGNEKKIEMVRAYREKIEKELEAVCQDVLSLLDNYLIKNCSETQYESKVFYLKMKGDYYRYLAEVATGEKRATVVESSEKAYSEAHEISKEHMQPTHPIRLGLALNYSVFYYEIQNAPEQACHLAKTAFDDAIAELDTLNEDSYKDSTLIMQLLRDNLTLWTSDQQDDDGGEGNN
An asterisk follows results filed as active; & = joins results of further samples.

SMILES | 14-3-3g Raf
Cc1ccc2c(c1)C(c1ccc(F)cc1)N(C(=O)COc1ccc3ccccc3c1)CC(=O)N2 (stereo unspecified) | -49.1
CCn1c(SCC(=O)Nc2ccc3c(c2)OCCO3)nnc1-c1ccco1 | -0.8
Cc1ccc(SCCCn2cncn2)cc1 | -6.2
O=C(CSc1nnc(-c2ccc(O)cc2)n1Cc1ccco1)c1cccs1 | -4.1
C=CCSc1nnc2c(n1)OC(c1ccccn1)N(C(C)=O)c1ccccc1-2 (stereo unspecified) | -2.6
Cc1cccc(O)c1N=Cc1ccc([N+](=O)[O-])cc1 | -3.4
CCn1cc(C(=O)NC2CCCCCC2)c(=O)c2cc(S(=O)(=O)N3CCCCC3)ccc21 | -7.4
COc1ccc(N2CCN(C(c3cc4ccc(C)cc4[nH]c3=O)c3nnnn3C3CCCC3)CC2)cc1 (stereo unspecified) | -5.4
O=C(Nc1cccnc1)Nc1ccccc1Cl | -0.8
CCOc1ccccc1NC(=O)CSC1=NN2CCCC(=O)N=C2S1 | -11.5
CCCNC(=O)CS(=O)(=O)Cc1nc(-c2cccc(OC)c2)oc1C | 7.2
COc1cc2c(cc1OC)C(C(=O)N1CCCC(C)C1)C(c1cccnc1)N(C)C2=O (stereo unspecified) | -0.8
CCC(=O)N1CCc2cc(Br)cc(S(=O)(=O)N3CCCC(C(=O)Nc4ccc(NC(C)=O)cc4)C3)c21 (stereo unspecified) | -14.2
COc1ccc(-n2c(=O)c3c4c(sc3n(Cc3cc(=O)n5c(C)cccc5n3)c2=O)CCC4)c(OC)c1 | -59.3
O=C(O)c1ccc(C2SCC(=O)N2CCc2ccccc2)cc1 (stereo unspecified) | 0.2
CSc1ccc(C2N(Cc3ccccc3)CCN2Cc2ccccc2)cc1 | -3.4
Cc1ccc(NC(=O)c2cccnc2)cc1C | -8.3
O=C(CSc1nnc2c3c4c(sc3ncn12)CCCC4)NCc1ccco1 | -2.9
CCOC(=O)c1c(NC(=O)C2CC=CCC2C(=O)O)sc(C)c1-c1ccc(F)cc1 (stereo unspecified) | -11.5
COc1ccc(C2=CC(=O)N(c3ccccc3)C(c3ccccc3)O2)cc1 (stereo unspecified) | -1.0
O=C1CCCC2=C1C(c1cccc(F)c1)NC(=S)N2 (stereo unspecified) | 6.2
CN(C(=O)Cc1c(C(=O)O)n(C)c2ccccc12)c1cccc(C(F)(F)F)c1 | 15.5
O=c1oc2c(CN3CCCCC3)c(O)ccc2cc1-c1nc2ccccc2[nH]1 | -7.8
COc1cc(C(=O)Nc2nc3ccc4nc(SC)sc4c3s2)cc(OC)c1OC | -0.1
Cc1cc(C)cc(Oc2c(C(F)(F)F)oc3cc(O)ccc3c2=O)c1 | -5.7
CCOc1ccc(NCc2nnc(SCC(=O)Nc3cc(C)on3)n2-c2ccc(OC)cc2)cc1 | 3.6
Cc1ccc2nc(-c3ccccc3)cn2c1 | 2.8&-5.2
CN1CCN(C(=O)Nc2cccc3ccccc23)CC1 | -6.9
Cc1ccc(-c2nc3n(n2)C(=O)CC(c2ccc(Cl)cc2)S3)cc1 (stereo unspecified) | 1.0
CCC(Sc1nnc(C)c(=O)[nH]1)C(=O)Nc1ccccc1C#N (stereo unspecified) | -17.6
Cc1nn(-c2ccccn2)c2c1-c1c(cnc3ccc4ccccc4c13)CC2 | -8.8
Cn1c(=O)c2c(nc(NCCCN3CCOCC3)n2Cc2ccc(Cl)cc2)n(C)c1=O | -9.9
Cc1ccccc1NC(=O)c1ccc(F)c(S(=O)(=O)NCC2CCCO2)c1 (stereo unspecified) | -4.6
COC(=O)C1=C(C)NC2=C(C(=O)CCC2)C1c1cc([N+](=O)[O-])c(C)s1 (stereo unspecified) | 0.5
CC1CCCCN1C(=O)c1c[nH]c2ccc(S(=O)(=O)N3CCOCC3)cc2c1=O (stereo unspecified) | -2.3
O=C(Nc1nc(-c2ccccn2)cs1)c1ccc(Cl)s1 | -8.1
COc1ccccc1C1C(C(=O)OC2CCCCC2)=C(C)NC2=C1C(=O)CCC2 (stereo unspecified) | -8.8
Cc1ccc(NS(=O)(=O)c2cccc3cccnc23)c(Br)c1 | -9.4
COCCn1c(SCc2csc(-c3ccccc3)n2)nc2ccccc21 | -0.3
O=C(NCCSc1c(-c2ccc(Cl)cc2)[nH]c2ccccc12)c1ccc(S(=O)(=O)N2CCOCC2)cc1 | -3.2
COc1ccc(C2C(C(=O)Nc3ccc(C(F)(F)F)cc3)CC(=O)N2c2ccc(OC)cc2)cc1 (stereo unspecified) | 2.0
O=C(c1cccc(Cl)c1)N1N=C(c2ccc(Cl)cc2)CC1(O)C(F)(F)F (stereo unspecified) | -2.6
CS(=O)(=O)c1ccc2nc(NC(=O)c3ccccc3)sc2c1 | -12.5
Cc1cc(NC(=O)c2cc(-c3ccc(C)s3)nc3ccccc23)no1 | -3.0
O=C(CSc1nc2c(sc3ccccc32)c(=O)n1CCCN1CCCC1)Nc1ccc(F)cc1 | -16.3
COc1cc(C2CC(=O)c3c([nH]c(C(=O)OCCOC(C)C)c3C)C2)cc(OC)c1OC (stereo unspecified) | -4.2
CCOC(=O)c1c(NC(=O)c2cc3ccccc3cc2OC)sc(C)c1C | -11.7
O=C1Nc2ccccc2C1(O)Cc1ccncc1 (stereo unspecified) | 0.0
CC(=O)c1nn(-c2ccc([N+](=O)[O-])cc2)cc1C(=O)c1cccs1 | -1.3
O=C1C2CCCN2C(c2ccc(F)cc2)N1c1nccs1 (stereo unspecified) | 0.0
Cc1ccc2[nH]c(=O)c(CN(CCc3ccccc3)C(=O)N3CCOCC3)cc2c1 | -9.2
Cc1ccccc1C(=O)Nc1ccc(S(=O)(=O)N2CCCCCC2)cc1 | -2.6
CC(C)CN(CC(C)C)C(=O)c1c(NC(=O)c2ccccc2)sc2c1CCCC2 | -5.9
O=C1CCCc2oc3ccc(NS(=O)(=O)c4ccc(Cl)c([N+](=O)[O-])c4)cc3c21 | -12.7
Cc1ccc(Nc2ncnc3c2cnn3C)cc1 | -5.7
COc1cccc2sc(N(C)c3ccccc3)nc12 | 3.6
Cc1oc(-c2cccs2)nc1CSCC(=O)NC1CC1 | 3.0
COc1ccc2[nH]c3nc4cc(C)c(C)cc4nc3c2c1 | -5.3
Cc1cc(C)cc(NC(=O)c2cc(S(=O)(=O)NCc3ccco3)ccc2F)c1 | 2.5&-10.3
O=c1oc2ccc(Br)cc2cc1-c1csc(-c2ccccc2)n1 | -2.4
The list goes on:
SMILES | 14-3-3g Raf
COc1ccc(Cc2nc(-c3ccc(Br)cc3)no2)cc1 | 2.1
COc1cc(C(C2=C(O)CC(C)(C)CC2=O)C2C(=O)CC(C)(C)CC2=O)cc(OC)c1OC (stereo unspecified) | -5.7
CCOc1cccc(C=Nc2ccc(-c3nc4cc(C)cc(C)c4o3)cc2)c1O | -14.2
CC(=O)Oc1ccc2oc(-c3ccccc3)c(C(=O)O)c2c1 | 0.4
COC(=O)C1=CN(CC2CCCO2)C=C(C(=O)OC)C1c1ccsc1 (stereo unspecified) | 4.5
COc1ccc(CCNC2CC(=O)N(c3ccc(NC(C)=O)cc3)C2=O)cc1OC (stereo unspecified) | -15.6
O=C(NC1CCCCCC1)C1CCN(S(=O)(=O)c2ccccc2)CC1 | -5.5&2.5
O=C(O)c1cccc(-n2nnnc2SCc2ccccn2)c1 | -1.9
O=C(CSc1nc2ccccc2c2nc(-c3ccccc3)nn12)c1ccc(O)c(O)c1 | -9.9
CC(=O)Nc1ccc(NS(=O)(=O)c2ccc(Cl)c(C(=O)O)c2)cc1 | 1.8
Cc1ccccc1Cc1c(C)nc2c(C(=O)NCc3ccco3)cnn2c1C | 10.4&-10.4
Clc1ccc(Cl)c(-c2nn3c(COc4ccccc4)nnc3s2)c1 | -3.4

3 structures out of the list, sorted by number of heavy atoms, descending.
SMILES | 14-3-3g Raf
COc1cc(C(C2=C(O)CC(C)(C)CC2=O)C2C(=O)CC(C)(C)CC2=O)cc(OC)c1OC (stereo unspecified) | -5.7
O=C(O)c1cccc(-n2nnnc2SCc2ccccn2)c1 | -1.9
COc1ccc(Cc2nc(-c3ccc(Br)cc3)no2)cc1 | 2.1

The list continues.
SMILES | 14-3-3g Raf
COc1ccc(OC)c(-n2cnc3cc(C(=O)O)ccc32)c1 | -19.3&-36.3
Cc1ccc(C)c(N2COc3ccc4ccccc4c3C2)c1 | -7.8
CCC(C)Sc1nnc(Cc2cc(=O)[nH]c(=O)[nH]2)n1-c1ccc(F)cc1 (stereo unspecified) | 0.5
CC(C)Cn1c(N)c(C(=O)COC(=O)c2cc(-c3ccco3)nc3ccccc23)c(=O)n(C)c1=O | -26.0
CCc1ccc(S(=O)(=O)N2CCSC2c2ccccc2Cl)cc1 (stereo unspecified) | 3.2
Cc1cc2nc(-c3cccc(NC(=O)COc4ccc(Br)cc4)c3)oc2cc1C | -49.9
CCOCCCn1c(SCC(=O)NC(C)(C)C)nc2ccccc2c1=O | -1.9
COC(=O)C1=C(C)N(C)C(C)=C(C(=O)OC)C1c1ccc(OC)cc1OC | -0.5
Cc1ccc2cc(CN(CC3CCCO3)S(=O)(=O)c3ccc4c(c3)OCCO4)c(=O)[nH]c2c1C (stereo unspecified) | 3.0
O=C1c2ccccc2C(O)(Cc2ccccc2)N1Cc1ccc2c(c1)OCO2 (stereo unspecified) | 1.4
CC1CCc2cc(F)ccc2N1C(=O)Nc1cccc(Cl)c1 (stereo unspecified) | -10.5
CCOC(=O)C1=C(C)Nc2nc(SCc3ccc4ccccc4c3)nn2C1c1ccc(F)cc1 (stereo unspecified) | 8.3

Some of these compounds in order of the 14-3-3g Raf value, falling:
SMILES | 14-3-3g Raf
O=c1oc2c(CN3CCCCC3)c(O)ccc2cc1-c1nc2ccccc2[nH]1 | -7.8
CC1CCc2cc(F)ccc2N1C(=O)Nc1cccc(Cl)c1 (stereo unspecified) | -10.5
CS(=O)(=O)c1ccc2nc(NC(=O)c3ccccc3)sc2c1 | -12.5

Continuation.
SMILES | 14-3-3g Raf
COc1ccccc1C(=O)Oc1cccc(N2C(=O)C3CCCCC3C2=O)c1 (stereo unspecified) | -5.4
Cc1c(Br)c(C(F)(F)F)nn1CC(=O)N1CCc2ccccc2C1 | 1.5
C=CCn1c(=N)n(CC(O)COc2ccc(OC)cc2)c2ccccc21 (stereo unspecified) | -1.5
COc1ccc2ccccc2c1-c1csc(N)n1 | -4.2
COc1ccc(Cn2nnnc2CN(Cc2cc3cc(C)ccc3[nH]c2=O)C2CCCC2)cc1 | 0.2
CCOC(=O)c1ccc(NC2OC(=O)c3ccccc32)cc1 (stereo unspecified) | 3.1&-2.3
Cc1ccccc1NS(=O)(=O)c1cnc[nH]1 | 4.4
OCC12COC(c3ccccc3)N1C(c1ccccc1)OC2 (stereo unspecified) | -1.6
O=C(C1CCCO1)N1CCN(Cc2nc3ccccc3c(=O)[nH]2)CC1 (stereo unspecified) | -3.9
N#Cc1c(NC(=O)CN2CCN(C(=O)c3ccco3)CC2)sc2c1CCCCC2 | -20.6
Cc1ccc(OCC(=O)OCCN2C(=O)c3ccccc3C2=O)c(Br)c1 | -6.7
CCOC(=O)CSc1nc2c(sc(=S)n2Cc2ccco2)c(=O)n1-c1ccc(F)cc1 | 4.6&-8.3

Quoted from above for reference:
SMILES | 14-3-3g Raf
COc1ccccc1C(=O)Oc1cccc(N2C(=O)C3CCCCC3C2=O)c1 (stereo unspecified) | -5.4
Cc1c(Br)c(C(F)(F)F)nn1CC(=O)N1CCc2ccccc2C1 | 1.5
C=CCn1c(=N)n(CC(O)COc2ccc(OC)cc2)c2ccccc21 (stereo unspecified) | -1.5
COc1ccc2ccccc2c1-c1csc(N)n1 | -4.2
COc1ccc(Cn2nnnc2CN(Cc2cc3cc(C)ccc3[nH]c2=O)C2CCCC2)cc1 | 0.2
CCOC(=O)c1ccc(NC2OC(=O)c3ccccc32)cc1 (stereo unspecified) | 3.1&-2.3

Next entries:
SMILES | 14-3-3g Raf
O=C1CCC([N+](=O)[O-])C(c2cc3c(cc2Cl)OCO3)N1 (stereo unspecified) | 8.6
CCC(Sc1nc2n[nH]c(C)c2c(=N)n1-c1ccc(C)c(Cl)c1)C(=O)N1CCOCC1 (stereo unspecified) | 2.3
CCOC(=O)c1c(NC(=O)c2cc3ccccc3oc2=O)sc(C(=O)CC)c1C | -5.3
CC(=O)Nc1ccc(NC(=O)CC2Sc3ccccc3NC2=O)cc1 (stereo unspecified) | 3.5
CCOc1ccc(OCC)c(NS(=O)(=O)c2cc(Br)cc3c2N(C(C)=O)C(C)C3)c1 (stereo unspecified) | -12.8
COCCCNC(=O)c1ccc2c(c1)ncn2-c1cccc(Cl)c1 | -52.9
O=C1c2ccccc2-c2nc3cc4ccccc4cc3nc21 | 21.7
Cc1c(C#N)c(N=CN(C)C)c(C(=O)c2ccccc2)n1-c1ccccc1 | -8.2&-6.0
CCOC(=O)N1CCC(Nc2c(NCCCOC)c(=O)c2=O)CC1 | -0.6
CC(=O)c1c(C)n(S(=O)(=O)c2ccc3ccccc3c2)c2ccc(NS(=O)(=O)c3ccc4ccccc4c3)cc12 | -160.8
O=C(NCc1ccc(N2CCCC2=O)cc1)NC1CCCCC1 | -4.0
Cn1c2ccccc2c2c(C(=O)N3CCC(C(N)=O)CC3)cn(C3CCCC3)c(=O)c21 | -8.1
CSc1nc(C2CC2)cc(-c2ccccc2)c1C#N | 0.1
Cc1ccc(C)c(S(=O)(=O)Nc2ccc(O)c(C(C(=O)OC(C)C)C(=O)C(F)(F)F)c2)c1 (stereo unspecified) | -1.8
CCOC(=O)c1cc2c(ccn2C)n1CC(=O)N1CCC(Cc2ccccc2)CC1 | -3.6
Cc1cc(C)n(-c2ccc(C(=O)Nc3nnc(C4CC4)s3)cc2)n1 | -3.8
COc1ccc(C2=NN3C(C2)c2cc(OC)ccc2OC3c2ccc(Cl)cc2)cc1 (stereo unspecified) | 0.0
CCCN(CCC)CCCNS(=O)(=O)c1ccc2c(c1)oc(=O)n2C | -10.0
O=S(=O)(NCc1cccnc1)c1cccs1 | 1.5

Not all compounds are listed (hit frequency here may not be typical).
